Source: PubChem BioAssay (several laboratories)
hcDAF12 agonist: activates DAF-12 receptor from parasite H. contortus; HEK293 hcDAF-12 lit1-tk-luc reporter, luminescence; 0% DMSO, 100% Δ7-dafachronic acid; activation, % at 6.8 µM; hit rate 1.4% among 370,000;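 active = activation above the mean of all tested compounds plus 3 SD, cut at about 5.5% in these data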;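 note: 100% = response to 3 µM Δ7-dafachronic acid high control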
DAX1 inh-1: blocks DAX1 repression of SF-1 activated StAR promoter | HEK293T StAR-luciferase reporter, SF-1/DAX-1 repression relief | inhibition, % at 6.8 µM | hit rate 1.1% among 370,000 | AID 652010;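 active = inhibition above the mean over all tested compounds plus 3 SD, cut at about 3.6% in these data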;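 note: 0% = DAX-1 cells with DMSO and 100% = cells lacking DAX-1 with DMSO; higher inhibition means more luminescence from relief of DAX-1 repression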
ssDAF-12 act: S. stercoralis DAF-12 activation, primary screen | HEK293 ssDAF-12/GRIP1 lit1-tk-luc reporter, luminescence; % of 3 µM dafachronic acid response | activation, % at 6.8 µM | hit rate 1% among 370,000;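 active = activation above the mean over all tested compounds plus 3 SD, cut at about 0.9% in these data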;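 note: 0% = DMSO-only wells and 100% = 3 µM delta7-dafachronic acid wells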
SMARCA2 act: SMARCA2 function activation, primary screen | MG213 cells, MMTV-luciferase reporter, dexamethasone, overnight | activation, % at 9.1 µM | hit rate 1% among 370,000 | AID 652017; in the data active = activation above about 7.8%;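 note: 0% = vehicle wells and 100% = reference activator wells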
GC-B act: GC-B (human) receptor activation | P20594 | HEK293-GC-B cells, CNP EC30, cGMP TR-FRET; 0% at EC30 CNP, 100% saturating CNP | activation, % at 10 µM | hit rate 0.11% among 370,000 | AID 1920062;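 active = activation at 10 µM reaching about 35% in either raw or pattern-adjusted values, limit read from the data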
hgDAF-12 ag: hgDAF-12 agonism, primary luciferase screen; hit rate 1.8% among 370,000; activation, % at 6.8 µM; HEK293 GAL4-hgDAF12 UAS-luciferase reporter, agonist luminescence; normalized to butyrate control;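 active = activation above a cutoff set at the mean of all screened compounds plus 3 SD, cut at about 10% in these data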;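 note: 0% = DMSO wells and 100% = sodium butyrate wells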
HGIII-sPLA2 inh: Blocks human group III sPLA2 activity; QFRET BODIPY PC-A2 liposome hydrolysis, fluorescence; Q9NZ20; AID 743126; inhibition, % at 12.2 µM; hit rate 0.56% among 370,000;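 active = inhibition above mean plus 3 SD of compounds lying within the high and low control bounds, cut at about 19% in these data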;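 note: 0% = median of test compound wells and 100% = no enzyme DMSO wells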
Target sequence (Q9NZ20 whole entry, looked up): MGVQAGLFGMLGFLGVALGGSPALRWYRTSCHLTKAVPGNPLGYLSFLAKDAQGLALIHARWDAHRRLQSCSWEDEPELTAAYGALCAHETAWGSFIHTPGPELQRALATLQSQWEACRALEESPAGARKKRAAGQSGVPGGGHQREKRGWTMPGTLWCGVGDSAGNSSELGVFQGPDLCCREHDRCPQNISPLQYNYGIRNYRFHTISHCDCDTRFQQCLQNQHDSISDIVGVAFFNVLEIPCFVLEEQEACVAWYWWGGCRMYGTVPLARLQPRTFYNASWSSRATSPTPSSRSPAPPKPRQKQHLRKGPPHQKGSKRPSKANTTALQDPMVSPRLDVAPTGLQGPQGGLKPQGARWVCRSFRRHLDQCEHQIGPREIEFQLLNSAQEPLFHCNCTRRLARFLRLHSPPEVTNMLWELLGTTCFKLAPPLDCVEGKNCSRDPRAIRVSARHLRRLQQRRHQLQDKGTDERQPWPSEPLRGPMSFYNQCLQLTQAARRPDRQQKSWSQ
ADAM10 inh: ADAM10 inhibition, QFRET primary screen; recombinant ADAM10, EDANS/DABCYL FRET peptide cleavage, 3 h; inhibition, % at 7 µM; hit rate 0.62% among 370,000;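 active = inhibition above a per-campaign cutoff equal to the mean of compounds falling between control-based bounds plus 3 SD, cut at about 20% in these data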;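 note: 0% = DMSO wells while the 100% control is not disclosed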
Target sequence (O14672 214-748 limits assumed): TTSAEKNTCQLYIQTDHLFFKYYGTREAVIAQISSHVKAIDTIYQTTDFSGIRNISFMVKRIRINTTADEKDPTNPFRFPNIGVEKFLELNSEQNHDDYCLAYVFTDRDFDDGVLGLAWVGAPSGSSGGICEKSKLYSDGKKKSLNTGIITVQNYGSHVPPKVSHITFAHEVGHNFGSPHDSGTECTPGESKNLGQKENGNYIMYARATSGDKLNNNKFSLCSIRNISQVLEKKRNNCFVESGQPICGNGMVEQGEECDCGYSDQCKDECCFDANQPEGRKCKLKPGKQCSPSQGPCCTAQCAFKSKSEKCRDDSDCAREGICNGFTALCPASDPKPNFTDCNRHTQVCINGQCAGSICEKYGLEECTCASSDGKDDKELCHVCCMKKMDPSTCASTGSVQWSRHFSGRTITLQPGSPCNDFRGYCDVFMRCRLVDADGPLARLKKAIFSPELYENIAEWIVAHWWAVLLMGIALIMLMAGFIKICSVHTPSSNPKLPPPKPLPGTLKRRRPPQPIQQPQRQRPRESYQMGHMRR
DAX1 inh-2: NR0B1 (DAX1) inhibition. HEK293 Gal4-DAX1 luciferase reporter, luminescence. inhibition, % at 6.75 µM. P51843. hit rate 0.99% among 340,000. AID 504766;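 active = inhibition above the mean over all tested compounds plus 3 SD, cut at about 4.2% in these data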;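 note: 0% = DAX1-transfected cells with DMSO and 100% = empty-vector control cells with DMSO; inhibition shows as a rise in luminescence from relieved DAX1 repression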
GAA850 FXN act: activators of GAA850 frataxin (FXN) promoter | HEK293 lucGAA850 FXN promoter luciferase reporter, 24 h; percent of 10 µM SAHA response | activation, % at 6 µM | hit rate 0.56% among 360,000;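 active = activation above the average of all compounds screened plus 3 SD, cutoff fixed separately per campaign, cut at about 7.5% in these data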;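 note: 0% = DMSO wells and 100% = 10 µM SAHA wells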
GC-A act: GC-A (human) enzyme activation | hit rate 0.14% among 370,000 | AID 1671463 | P16066 | activation, % at 10 µM | HEK293 GC-A cells, cGMP TR-FRET, EC30 ANP; 0% at EC30 ANP, 100% saturating ANP; in the data active = activation above about 40%
Numbers without * were called inactive; i = inactive; . = not tested or not shown.

Below each SMILES: hcDAF12 agonist, DAX1 inh-1, ssDAF-12 act, SMARCA2 act, GC-B act, hgDAF-12 ag, HGIII-sPLA2 inh, ADAM10 inh, DAX1 inh-2, GAA850 FXN act, GC-A act
- Cc1ccc(CNC(=O)C2C3C=CC4(CN(Cc5cccnc5)C(=O)C24)O3)cc1 (centres undefined)
 : -1.9, 0.9, -1.5, 1.5, 5.8, -1.4, 3.8, 6.4, 2.4, -1.3, 2.8
- Cc1cc(NC(=O)/C=C/c2ccco2)ccc1NC(=O)c1ccccc1
 : -2.4, 0.5, -1.1, -3.1, 7.8, 1.5, 0.8, 0.0, 1.4, 2.3, -2.2
- O=C(CCSCc1ccc(Cl)cc1)NCCC1=CCCCC1
 : 2.0, -0.3, -0.7, -0.7, -6.8, -0.1, -8.4, 5.4, -0.5, ., 0.3
- CCOC(=O)Cc1nc(N2CCN(C=O)CC2)c2c(C)c(C(=O)OCC)sc2n1
 : -2.7, -0.2, -2.1, -1.2, 4.2, 3.2, -6.9, -14.8, ., ., -0.5
- COc1ccc(/C=N/NC(=O)c2ccc3c(c2)OCO3)c(C(=O)O)c1OC
 : 1.2, 0.4, -0.9, 0.6, 5.3, 3.5, 5.1, -8.4, 2.3, 1.0, 2.8
- Cc1ccc(CSc2nc3ccccc3cc2C=O)cc1
 : 4.4, 1.1, 0.0, -0.4, 0.5, 4.3, 0.7, 5.0, -0.7, 5.7, 1.0
- COc1ccc(C(=O)CSc2nnc(-c3ccc(S(=O)(=O)N4CCOCC4)cc3)o2)cc1
 : 1.9, 0.4, -1.5, -0.9, 0.9, 2.1, -6.2, -2.4, 4.0, -1.1, 1.6
- O=C(C[C@H]1C[C@H](C(=O)N2CCOCC2)[C@@]2(CCC3CCCC3)c3[nH]c4ccc(Cl)cc4c3CCN2C1=O)NCc1ccco1
 : -1.6, -0.4, -1.2, -3.4, -4.5, 4.9, -2.3, 8.9, 0.1, -0.6, -8.1
- Cc1nc2ccccc2c(=O)n1NC(=O)C1CCC(C(C)(C)C)CC1 (centres undefined)
 : 1.1, -0.5, -1.4, -0.1, 0.0, -0.5, -4.0, -0.2, 0.3, 1.6, -2.8
- CC1=NN(C(=O)c2ccc(Br)cc2)C(O)(c2ccccc2)C1 (centres undefined)
 : -0.7, 0.2, -0.8, 1.7, 1.0, 3.4, -0.3, 2.5, 0.6, 0.4, 1.2
- CCC(C)(C)C1CCC(=NNC(=O)c2ccc(Br)o2)CC1 (centres undefined)
 : 4.1, 1.8, -0.3, 6.0, -1.9, 7.6, 0.1, -7.5, 1.5, 4.7, 2.5
- CCCCOC(=O)Nc1ccc(C)c(Cl)c1
 : 1.8, 1.5, -0.7, 3.8, -7.7, 8.4, 0.1, 5.1, 2.5, 4.6, 1.8
- CCOC1=C2[C@@H](CN(S(=O)(=O)c3ccc(C)cc3)[C@H]2c2cccc3ccccc23)[C@H]2C(=O)N(C)C(=O)[C@H]2C1
 : -1.6, 0.0, -1.0, -0.4, -5.1, -2.0, -24.8, -7.2, ., ., 0.4
- O=C(c1cc(F)ccc1F)C1CCCN(C(=O)CSc2ccccn2)C1 (centres undefined)
 : -1.1, -0.3, -1.6, -1.1, 3.2, 2.4, 15.8, 7.7, -0.9, 3.0, -1.9
- N#CC1(c2ccccc2)CCC(=NNS(=O)(=O)c2ccccc2)CC1 (centres undefined)
 : -1.3, 0.2, -1.3, 3.2, 6.2, 1.2, -13.7, -5.8, 0.5, 0.2, 0.8
- O=C(COC(=O)c1ccc(Cl)c(S(=O)(=O)N2CCCC2)c1)NCc1cccs1
 : -1.4, 0.0, -1.2, -3.0, 5.9, -3.5, -2.1, 3.6, 3.0, 1.7, 0.9
- C[C@H]1CN([C@@H](C)CO)C(=O)c2cccc(NC(=O)c3ccc(-c4nccs4)cc3)c2O[C@@H]1CN(C)C(=O)Nc1cccc2ccccc12
 : 2.4, -0.6, -0.6, -1.1, 4.7, -2.5, -10.9, -80.9, -0.1, -4.1, 1.3
- CNC(=S)NNC(=O)Cc1ccc(OC)c(OC)c1
 : -0.6, -0.3, -1.6, 2.5, 0.5, -0.5, 0.6, 3.4, -0.4, 2.1, -3.9
- Cc1ccc(C(=O)N2CCCc3ccccc32)c(F)c1F
 : -1.2, -0.4, -0.9, 4.1, 0.5, -0.1, -3.9, 6.9, 0.0, 1.8, -0.6
- COc1ccccc1C(=O)Nc1ccc(-c2nnc(SCC(=O)O)n2C)cc1
 : -1.2, 0.2, -0.9, -3.5, 0.2, 0.0, 3.0, -4.5, -1.6, -2.3, -4.8
- COC(=O)[C@@H]1C(c2ccccc2)(c2ccccc2)[C@@]1(C)C(=O)OC
 : -1.3, -0.6, -1.5, -1.4, -8.0, 4.4, 2.5, 4.2, -0.3, 0.4, -2.8
- Cc1csc2nc3cc(C(N)=O)ccc3c(=O)n12
 : -0.4, 0.1, -1.3, 0.3, 1.3, 1.9, 3.7, i, -0.6, 2.1, 3.4
- Cc1ccc(NC(=O)COC(=O)C2CCC(=O)N2)c(S(=O)(=O)N2CCOCC2)c1 (centres undefined)
 : -0.9, 0.1, -1.7, -0.2, 1.1, 1.6, -0.3, -1.0, 1.1, -0.8, 1.9
- Cc1cc(C(=O)N/N=C/c2cc([N+](=O)[O-])cc(C)c2O)n[nH]1
 : 1.5, -1.2, -0.7, -2.2, 0.9, -8.8, -7.4, 3.5, -0.3, -4.9, 2.0
- Cc1cn2nc(N)c3ccccc3c2n1
 : 2.7, -0.9, -0.5, -2.7, 3.4, 1.2, -5.5, -370.2, -0.7, 2.4, 4.7
- CCC(CC)C(=O)Nc1c(C)n(C)n(-c2ccccc2)c1=O
 : -1.0, 0.2, -1.0, -3.2, 2.7, -1.3, 6.8, -6.0, 1.6, 1.3, 6.7
- Cc1ccc(NC(=O)CC2SC(=O)N(c3ccccc3)C2=O)cc1 (centres undefined)
 : 0.6, 1.4, -0.1, -3.6, 5.6, 2.9, -15.0, 5.3, -0.3, 0.9, 9.2
- Cc1cccc(C(=O)Nc2ccccc2SCC(=O)Nc2ccc(C)c(Cl)c2)c1
 : 6.5*, -0.2, 0.2, 2.3, -9.2, 5.0, -0.3, 3.3, 0.8, 1.4, -4.5
- O=C(Nc1ncnc2sc3c(c12)CCCCC3)c1ccccc1
 : -2.7, -0.8, -2.1, -2.5, 2.5, -3.1, 3.5, -10.2, -1.4, 2.2, 5.1
- CCCOc1ccc(-c2csc3nc[nH]c(=O)c23)cc1
 : -0.3, -0.2, 0.0, 2.1, 3.7, 8.9, -7.9, 6.4, -0.1, 4.7, -5.0
- Cc1ccc(S(=O)(=O)N2CCC[C@H]2C(=O)Nc2ccccc2Cl)cc1
 : -1.2, -1.4, -0.9, -3.3, 3.0, -1.2, 9.9, -10.6, -2.5, 2.5, -1.9
- CSc1ncccc1C(=O)Nc1nc2c(C)cccc2s1
 : 0.8, -0.7, 0.8, -1.8, -4.2, 4.3, -16.9, -0.1, -0.1, 2.0, 19.0
- COC(=O)c1ccccc1CC1Cc2cc3c(cc2C1=O)CCC3 (centres undefined)
 : 1.6, 4.3*, 1.9*, 2.3, -0.3, 14.3*, 5.6, 0.9, 3.4, 1.5, -7.2
- COC(=O)[C@@]1(Cc2ccccc2)[C@H]2C(=O)N(C)C(=O)[C@H]2[C@H]2CN=C(SCC3CC3)N21
 : -0.3, 1.1, -1.1, -2.5, -1.5, -1.3, 1.0, -5.2, 0.0, 0.1, 0.1
- O=C(NCCNC(=O)c1ccccn1)c1ccc(F)cc1
 : -0.9, 0.1, -1.5, 0.1, 0.7, 0.6, 4.4, 2.9, -0.4, -0.1, -2.1
- CCOc1ccc(NC(=S)c2ccncc2)cc1
 : -3.8, -1.8, -1.2, -3.6, -0.2, -2.7, 21.7*, -7.2, -1.9, -0.9, 5.2
- Cc1ccc(C)c(NC(=O)CNC(=O)N2CC(=O)Nc3ccccc32)c1
 : -0.7, 0.3, -0.8, -0.3, -0.8, 1.3, -0.1, -4.4, 0.2, 1.2, -5.1
- CCCCn1c(N)c(N(CCOC)C(=O)c2ccc(N3CCCC3)c([N+](=O)[O-])c2)c(=O)[nH]c1=O
 : -1.2, -1.2, -1.2, -1.6, 2.9, -0.5, 2.9, -7.2, 1.0, -2.2, 2.8
- Cn1c(SCC(=O)Nc2cccc(O)c2)nnc1-c1ccc(S(=O)(=O)N2CCOCC2)cc1
 : -0.1, 0.9, -0.8, -2.7, 2.1, -1.1, -3.8, -0.6, 1.1, 1.3, 1.0
- CCC1(c2ccccc2)NC(=O)N(CC(=O)Nc2cccc(C#N)c2)C1=O (centres undefined)
 : 0.3, -0.9, -1.0, 2.2, 0.9, -3.0, 2.5, 8.6, 0.2, 0.5, -3.4
- CCC1(c2ccc(Cl)cc2)NC(=O)N(CC(=O)NC2CCCC(C)C2C)C1=O (centres undefined)
 : -1.6, 0.4, -1.1, -0.6, -2.1, 0.8, 0.4, -5.0, -0.1, -0.9, 1.3
- CCOC(=O)C1CCCN(C(=O)CSc2nccn2C)C1 (centres undefined)
 : 0.8, -0.2, -1.5, 0.7, 2.5, -0.9, 0.7, 6.7, 1.4, -0.3, 2.8
- O=C(CCCCl)Nc1c2c(nn1-c1ccccc1)CSC2
 : 1.9, 0.0, -1.3, -3.9, -3.6, 2.6, 2.1, -3.8, 3.2, 0.8, -0.6
- COc1ccccc1CCN=C(N)NS(=O)(=O)c1ccccc1F
 : -1.3, 0.7, -0.1, -0.8, -6.2, -1.2, -4.9, -4.6, 0.2, -0.9, -1.1
- C=CCc1c(C)[nH]c2ccc(C)cc2c1=O
 : 1.8, 0.7, -0.4, 0.8, -3.0, 3.1, 5.5, -0.2, 0.3, 0.2, 2.4
- CCc1ccc(NC(=O)COC(=O)c2ccc(Cl)c(S(=O)(=O)N3CCCCCC3)c2)cc1
 : 0.9, 0.0, -1.1, -2.1, 8.1, -0.1, -19.4, 15.9, 0.8, 1.6, -4.0
- O=C(NCC(=O)N(Cc1cccs1)C(C(=O)NC1CCCCC1)c1ccco1)c1ccco1 (centres undefined)
 : -1.3, -0.7, -1.5, -2.1, -0.7, -1.5, 3.0, 0.9, -1.4, -0.1, -1.6
- C=CCNC(=O)CN1C(=O)NC(C)(c2ccc(OC)cc2)C1=O (centres undefined)
 : 1.9, 0.1, -1.2, -3.1, 2.2, -0.2, 2.4, 2.3, 3.6, 1.0, 2.6

DAX1 inh-1, what is marked active above.
compound	hcDAF12 agonist	DAX1 inh-1	ssDAF-12 act	SMARCA2 act	GC-B act	HGIII-sPLA2 inh	ADAM10 inh	DAX1 inh-2	GC-A act
COC(=O)c1ccccc1CC1Cc2cc3c(cc2C1=O)CCC3 (centres undefined)	1.6	4.3*	1.9*	2.3	-0.3	5.6	0.9	3.4	-7.2

Results in DAX1 inh-1, for three of the compounds above:
Compound	DAX1 inh-1
COC(=O)[C@@]1(Cc2ccccc2)[C@H]2C(=O)N(C)C(=O)[C@H]2[C@H]2CN=C(SCC3CC3)N21	1.1
CCCCn1c(N)c(N(CCOC)C(=O)c2ccc(N3CCCC3)c([N+](=O)[O-])c2)c(=O)[nH]c1=O	-1.2
Cc1ccc(C)c(NC(=O)CNC(=O)N2CC(=O)Nc3ccccc32)c1	0.3
